Screens deposited in PubChem by PCMD.
Yeast tox – Inhibits yeast growth, turbidity readout; hit rate 0.3% among 30,000; S. cerevisiae wild-type growth, A595 turbidity, 16 h; AID 685; growth inhibition, % at 25 µM (by protocol);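 active = mutant and wild-type yeast strains alike exhibit over 30% growth inhibition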;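 also: 0% = untreated cell controls and 100% = YPD media blanks without cells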
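Schedule: 16 h growth with compound, 30 °C. System: yeast, wild-type or eIF2Bepsilon-R284H mutant. Doses: one dose, 25 µM compound[…]. Buffer or medium: YPD. Signal: turbidity measured as absorbance at 595 nm. Read-out basis: growth inhibition (%) versus cell controls and blanks.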
eIF2B yeast act – modulators of yeast eIF2B activity; S. cerevisiae eIF2B-epsilon R284H, GCN4-lacZ luminescence; inhibition, % at 25 µM (by protocol); hit rate 0.91% among 27,000;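 active = mutant luminescence inhibited past about 50% while wild type luminescence and mutant growth stay under set limits, limit read from the data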; also: some compounds called inactive have numbers as strong as hits
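Times: 16 h growth with compound at 30 °C, 90 min Beta-Glo step; Assay system: yeast eIF2B-epsilon R284H mutant carrying GCN4–beta-galactosidase fusion; Measure: % inhibition of reporter signal and growth versus controls; Dosing: one concentration, 25 µM, 0.25% DMSO; Buffer or medium: YPD yeast growth medium; Measured by: Beta-Glo luminescence plus absorbance at 595 nm.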
Yeast tox inhibition % – recorded beside Yeast tox, whose call it bears; growth inhibition, %; S. cerevisiae eIF2Bepsilon-R284H mutant growth, A595 turbidity, 16 h;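 each compound tested once at 25 µM; 0% equals untreated cells and 100% equals cell-free medium blanks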
eIF2B yeast act mutant toxicity – further read-out of eIF2B yeast act, marked with its call; growth inhibition, %; measured here: mutant yeast growth, toxicity;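 each compound tested once at 25 µM; zero equals untreated control growth and 100 equals blank medium absorbance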
Starred values were filed as active, the others as inactive; nt = not tested or not shown. A portion of the library. The share of hits here may be higher or lower than overall.

SMILES	Yeast tox	Yeast tox inhibition %	eIF2B yeast act	eIF2B yeast act mutant toxicity
CCC(C)c1ccc(OCC(=O)Nc2ccc(Cl)cn2)cc1 (stereo not drawn)	13	20	11	20
COc1ccc(N2CCN(c3oc(-c4ccc(OC)c(OC)c4)nc3C#N)CC2)cc1	25	7	25	7
COc1ccccc1CNc1ccc(N2CCCCC2)cc1	1	9	-6	9
C=CCOC(=O)C1=C(C)N(C)C(=O)NC1c1cc2c(cc1Br)OCO2 (stereo not drawn)	-2	-4	-9	-4
Cc1nc2nc(SCC(=O)N3CCOCC3)nn2c(C)c1Cc1c(F)cccc1Cl	-19	-18	19	-18
Cn1c(-c2ccccc2Br)n[nH]c1=S	-1	0	47	nt
CC1=CCC(C(=O)O)(C(=O)N/N=C/c2cccs2)C(c2ccc(F)cc2)C1 (stereo not drawn)	29	11	nt	nt
CC(C(=O)NC1=NCCS1)(C(F)(F)F)C(F)(F)F	8	11	8	11
CC1(C)Cc2c(sc3nc(SCC(=O)NCc4ccco4)n(-c4ccccc4)c(=O)c23)CS1	-5	5	13	5
Cc1ccc(C2=N/C(=C\N3CCCCC3)C(=O)O2)cc1	17	19	16	19
N#CCN1C(=S)N=C(Nc2cccc(Cl)c2)C12CCCCC2	-2	-8	4	-8
CCC1C(C#N)=C(SC)NC2=C1C(=O)CC(C)(C)C2 (stereo not drawn)	5	0	7	nt
COc1cccc(C(=O)NC2CCN(C(=O)N3CCCCC3)CC2)c1	6	-4	nt	nt
Cc1c(C)n(C(=O)CN2CCN(c3ccccc3)CC2)c2ccccc12	5	14	19	14
O=C(OCCN1CCOCC1)c1cccs1	-11	-17	-8	-17
CC(=O)Nc1ccc(NC2(C)C(=O)c3ccccc3C2=O)cc1	0	17	14	17
CC(C)CCN1C(=O)c2ccc(C(=O)NCc3ccco3)cc2C1=O	-19	4	16	4
N#Cc1ccc2ccn(CC(=O)NC3CCCCC3)c2c1	3	-5	-5	-5
Cc1ccc(NC(=O)C2(S(=O)(=O)c3ccc(C)cc3)CC2)cc1	-12	14	17	14
CCSc1cnn(-c2ccccc2)c(=O)c1SCC	1	15	nt	nt
N#Cc1c(NC(=O)COC(=O)C2CC3C=CC2C3)oc(-c2ccccc2)c1-c1ccccc1 (stereo not drawn)	0	4	-10	4
CC1=CC(c2ccccc2)n2nc(N3C(=O)C4CC=CCC4C3=O)nc2N1 (stereo not drawn)	21	3	-18	3
N#Cc1ccc(-n2c(-c3ccccc3)nnc2-c2ccccc2)cc1C#N	nt	nt	16	nt
c1ccc(CSc2ncccn2)cc1	21	-15	-16	-15
CCOC(=O)c1ccc2c(c1)nc(SCc1cn3ccsc3n1)n2CC	-4	12	6	12
Further entries
SMILES	Yeast tox	Yeast tox inhibition %	eIF2B yeast act	eIF2B yeast act mutant toxicity
CCOC(=O)N1CCC(Nc2c(-c3ccccc3)c(=O)c2=O)CC1	8	20	nt	nt
COc1ccc(CNC(=O)Cn2c(=O)oc3ccccc32)cc1OC	26	15	nt	nt
O=C(CSc1nc(-c2ccccc2)cc(=O)[nH]1)N1CCOCC1	16	4	-5	4
Cc1cc(-c2ccccc2)nc(N(C)NC(=O)c2cccc(C(F)(F)F)c2)c1S(C)(=O)=O	-3	24	20	24
Cn1c(SCC(=O)N2CCCCC2)nnc1-c1ccc(S(=O)(=O)N2CCOCC2)cc1	-1	0	24	nt
CNc1nc(OC)nc(N2CCOCC2)n1	6	6	57	6
O=C(CCCn1c(=S)[nH]c2ccccc2c1=O)NC1CCCCC1	1	18	nt	nt
Cc1ccc(-n2c(SCC(N)=O)nnc2-c2ccc(S(=O)(=O)N3CCCCC3)cc2)c(C)c1	22	13	nt	nt
Cc1cc(O)c2c(-c3ccccc3)cc(=O)oc2c1	3	12	18	12
CCCc1cc2c(cc1NS(=O)(=O)c1ccc(CCNC(C)=O)cc1)OCO2	8	-7	2	-7
Cc1cc(N2CCC(C)CC2)nc(SCC(=O)c2ccccc2)n1	6	0	19	nt
O=C(C1CCN(S(=O)(=O)c2ccccc2)CC1)N1CCOCC1	7	10	19	10
CCOC(=O)N1CCN(C(=O)c2ccc3c(c2)ncn3C2CCCC2)CC1	25	0	27	nt
CC1(c2ccccc2)CC(C)(C)N(C(=O)C2CCCO2)c2ccccc21 (stereo not drawn)	24	5	nt	nt
CCC(Sc1nc(C)cc(=O)[nH]1)C(=O)Nc1nnc(C)s1 (stereo not drawn)	nt	nt	-14	nt
COc1ccc(C2=[N+]([O-])C(C)(C)N(O)C2(C)C)cc1	nt	nt	15	nt
CCOc1ccc(C(=O)NCC(C)C)cc1	-5	-17	17	-17
COC(=O)c1sc(NC(=O)c2cc3c(s2)CCCC3)nc1C	-14	-23	-14	-23
Cn1c2c(c(=O)n(C)c1=O)CN(Cc1ccc3c(c1)OCO3)CN2	4	5	2	5
CC(C)N(C(=O)CSc1ncnc2sc(-c3ccccc3)cc12)C(C)C	7	9	nt	nt
Nc1cc(Cl)ccc1Oc1ccc(Cl)cc1	7	28	36	28
Cc1cc(C)nc(SCc2nnc(SCC(N)=O)n2Cc2ccco2)n1	2	-9	0	-9
C/C(=N\O)C1(C)N(O)C(C)(C)C(c2ccc(F)cc2)=[N+]1[O-] (stereo not drawn)	16	3	-24	3
C=COCCNC(=O)Nc1ccc(Cl)cc1Cl	-6	-12	24	-12
COc1ccc(C2CC(c3ccc(OC)cc3)n3nc(NC(=O)c4ccco4)nc3N2)cc1 (stereo not drawn)	-9	0	47	nt

24 compounds already listed, ordered by molecular weight, highest first.
SMILES	Yeast tox	Yeast tox inhibition %	eIF2B yeast act	eIF2B yeast act mutant toxicity
CC1(C)Cc2c(sc3nc(SCC(=O)NCc4ccco4)n(-c4ccccc4)c(=O)c23)CS1	-5	5	13	5
Cc1ccc(-n2c(SCC(N)=O)nnc2-c2ccc(S(=O)(=O)N3CCCCC3)cc2)c(C)c1	22	13	nt	nt
Cc1nc2nc(SCC(=O)N3CCOCC3)nn2c(C)c1Cc1c(F)cccc1Cl	-19	-18	19	-18
N#Cc1c(NC(=O)COC(=O)C2CC3C=CC2C3)oc(-c2ccccc2)c1-c1ccccc1 (stereo not drawn)	0	4	-10	4
COc1ccc(N2CCN(c3oc(-c4ccc(OC)c(OC)c4)nc3C#N)CC2)cc1	25	7	25	7
C=CCOC(=O)C1=C(C)N(C)C(=O)NC1c1cc2c(cc1Br)OCO2 (stereo not drawn)	-2	-4	-9	-4
CCCc1cc2c(cc1NS(=O)(=O)c1ccc(CCNC(C)=O)cc1)OCO2	8	-7	2	-7
Cc1cc(C)nc(SCc2nnc(SCC(N)=O)n2Cc2ccco2)n1	2	-9	0	-9
CCOC(=O)c1ccc2c(c1)nc(SCc1cn3ccsc3n1)n2CC	-4	12	6	12
CC1=CCC(C(=O)O)(C(=O)N/N=C/c2cccs2)C(c2ccc(F)cc2)C1 (stereo not drawn)	29	11	nt	nt
CCOC(=O)N1CCN(C(=O)c2ccc3c(c2)ncn3C2CCCC2)CC1	25	0	27	nt
CC1=CC(c2ccccc2)n2nc(N3C(=O)C4CC=CCC4C3=O)nc2N1 (stereo not drawn)	21	3	-18	3
CC1(c2ccccc2)CC(C)(C)N(C(=O)C2CCCO2)c2ccccc21 (stereo not drawn)	24	5	nt	nt
COc1ccc(CNC(=O)Cn2c(=O)oc3ccccc32)cc1OC	26	15	nt	nt
CC(C)CCN1C(=O)c2ccc(C(=O)NCc3ccco3)cc2C1=O	-19	4	16	4
COC(=O)c1sc(NC(=O)c2cc3c(s2)CCCC3)nc1C	-14	-23	-14	-23
O=C(CSc1nc(-c2ccccc2)cc(=O)[nH]1)N1CCOCC1	16	4	-5	4
Cn1c2c(c(=O)n(C)c1=O)CN(Cc1ccc3c(c1)OCO3)CN2	4	5	2	5
COc1ccccc1CNc1ccc(N2CCCCC2)cc1	1	9	-6	9
CC(C(=O)NC1=NCCS1)(C(F)(F)F)C(F)(F)F	8	11	8	11
CCSc1cnn(-c2ccccc2)c(=O)c1SCC	1	15	nt	nt
COc1ccc(C2=[N+]([O-])C(C)(C)N(O)C2(C)C)cc1	nt	nt	15	nt
CCOc1ccc(C(=O)NCC(C)C)cc1	-5	-17	17	-17
c1ccc(CSc2ncccn2)cc1	21	-15	-16	-15

Remaining list, next part
SMILES	Yeast tox	Yeast tox inhibition %	eIF2B yeast act	eIF2B yeast act mutant toxicity
Cc1cccc(OCc2nc3ccccc3c(=O)n2N)c1	6	8	25	8
COc1ccc(-n2c(=O)c3ccccc3n(CC(=O)NC3CCCCC3)c2=O)cc1	4	5	nt	nt
Cc1cc2oc(=O)cc(Cn3ccnc3)c2cc1C	15	2	21	2
Cc1cc(C)c(C)c(S(=O)(=O)NCc2cccnc2)c1C	nt	nt	13	nt
COc1nc(-c2ccc(C)cc2)ccc1-c1noc(-c2cccnc2)n1	-3	5	1	5
CC(=O)Nc1ccc(Nc2ncnc3c2cnn3-c2ccc(C)cc2C)cc1	4	1	nt	nt
Cc1ccccc1C(=O)N1CCN(c2ccc(NC(=O)c3ccco3)cc2Cl)CC1	-2	0	-4	nt
C=CCNC(=O)NC(=O)COC(=O)CCCSc1nc2ccccc2[nH]1	11	21	-18	21
COC(=O)Nc1cc(C(F)(F)F)ccc1N1CCN(c2ccccc2)CC1	8	-4	2	-4
COc1ccc(C)cc1-n1nnnc1SCC(=O)c1ccc2c(c1)OCCO2	-12	16	7	16
O=C(NCc1cccnc1)NC1CCCN1S(=O)(=O)c1ccc(Cl)cc1 (stereo not drawn)	1	23	-1	23
O=C(NCC1CCCO1)C(c1cccs1)N(C(=O)Cn1nnc(-c2cccs2)n1)C1CCCC1 (stereo not drawn)	23	-10	10	-10
CN1CCN(S(=O)(=O)c2ccc(NC(=O)c3ccc(Br)s3)cc2)CC1	-9	-58	-11	-58
Cc1ccc(Nc2nc(C(=O)N3CCC(C(=O)N4CCN(C)CC4)CC3)cs2)cc1	-8	-11	nt	nt
CCC1Oc2ccc(C)cc2N(CC(=O)NCCC2=CCCCC2)C1=O (stereo not drawn)	-48	-12	40	-12
NC(=O)c1ccsc1NC(=O)CSc1nc2ccccc2c(=O)n1CCCO	21	12	-30	12
COc1ccccc1C(=O)Nc1nnc(-c2ccco2)s1	5	21	5	21
Cc1cccc(N(C(=O)c2ccc(CN3CCOCC3)o2)C(C(=O)NC2CCCCC2)c2ccc(F)cc2)c1 (stereo not drawn)	-17	-19	30	-19
COC(=O)Cc1[nH]nc2c1C(c1cccc(OC)c1OC)C(C#N)=C(N)O2 (stereo not drawn)	20	20	16	20
CC1=C(C(=O)OCc2ccccc2)C(c2ccco2)C2=C(CC(C)(C)CC2=O)N1 (stereo not drawn)	19	-3	12	-3
Cc1cc(O)ccc1NC(=O)c1ccccc1	-2	4	40	4
Cc1nnc(N(Cc2ccco2)C(=O)c2cccc(C#N)c2)s1	-10	-23	-4	-23
CC(C)NC(=O)Cn1c(SCC(=O)N2CCCc3ccccc32)nc2ccccc21	6	0	-4	nt
CC(=O)N(Cc1ccccc1)c1ccc(C(=O)O)cc1	16	3	-12	3
O=C(CN1CCN(C(=O)c2cccs2)CC1)Nc1ccc(Br)cc1	-1	-10	26	-10
(listing goes on)
SMILES	Yeast tox	Yeast tox inhibition %	eIF2B yeast act	eIF2B yeast act mutant toxicity
CCOC(=O)CNc1c(-c2ccc(O)cc2)nc2ccc(Cl)cn12	16	17	24	17
CCOc1ccccc1-c1nc(C(N)=O)c2[nH]c(=O)n(-c3cccc(C)c3)c2n1	-1	-4	15	-4
COc1ccccc1CC(=O)N1CCN(c2cccc(C(F)(F)F)c2)CC1	-14	-23	50*	nt
O=C(c1ccc2c3c(cccc13)CC2)N1CCN(c2ncccn2)CC1	-2	40	-5	40
COc1ccc(S(=O)(=O)N2CCOCC2)c(Cl)c1Cl	2	-4	9	-4
Cc1ccc(CN2CC(C(=O)O)CC2=O)cc1 (stereo not drawn)	-3	10	10	10
Cc1nnc(NC(=O)CSc2nnc3scc(-c4ccc(C)c(C)c4)n23)s1	-8	-7	nt	nt
Cc1oc(-c2ccccc2Cl)[n+]([O-])c1C	2	10	18	10
CCOc1cc(-c2conc2N)cc(OCC)c1OCC	-9	-6	17	-6
CCCOC(=O)CSC1=C(C#N)C(c2ccccc2OC)C(C#N)C(=O)N1 (stereo not drawn)	7	12	2	12
CC(NC(=O)Nn1cnnc1)(C(F)(F)F)C(F)(F)F	14	-10	-15	-10
NCCCCCc1nnc(SCc2ccc(Cl)c(Cl)c2)o1	30	6	nt	nt
O=C(CSc1nc2ccccc2n1CC(=O)N1CCCC1)NCc1ccc2c(c1)OCO2	9	-5	19	-5
COc1ccc(CCC(N)=O)cc1OC	5	9	nt	nt
N#Cc1cc2c(nc1SCc1ccccc1)CCC2	-13	9	8	9
COc1cccc(C(=O)OCn2nnc3ccccc3c2=O)c1	20	9	27	9
Cc1nn(-c2ccccc2)c(Cl)c1C(=O)Nc1nnc(C2CCCCC2)s1	3	0	31	nt
CS(=O)(=O)N1CCN(c2ccccc2NC(=O)c2ccc(Br)o2)CC1	6	-5	3	-5
Cc1cc(C)n(-c2nc(SCCN(C)C)c3c4c(sc3n2)CCCC4)n1	-1	-9	18	-9
